Bioassay records as filed in PubChem BioAssay.
Ba/F3 V617F tox = reduce viability of Ba/F3 cells dependent on JAK2V617F. Ba/F3 EpoR-JAK2V617F viability, ATP luminescence. inhibition, % at 5.6 µM. 220,000 tested, 1.1% active;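 active = inhibition above the campaign mean plus 3 SD over all tested compounds, cut at about 24% in these data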;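 note: cytokine-independent growth of Ba/F3 cells driven by EpoR plus mutant JAK2; 0% = DMSO-treated cells and 100% = JAK inhibitor I control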
BaF3 parental = counter-screen for JAK2V617F inhibitors: parental Ba/F3 viability inhibitors; 220,000 tested, 1.1% active; CellTiter-Glo ATP luminescence; inhibition, % at 5.6 µM;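 active = inhibition above a per-campaign cutoff, the mean inhibition of all tested compounds plus 3 SD, cut at about 27% in these data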;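 note: 0% = DMSO wells and 100% = JAK Inhibitor I control wells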
Tb hexokinase = blocks Trypanosoma brucei hexokinase 1 activity; recombinant TbHK1, G6PDH-coupled NADH A340; inhibition, % at 10 µM; 220,000 tested, 0.11% active; AID 1430;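 active = inhibition of 50% or more in the single-dose primary screen; inactive = inhibition below 50%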
p97 inhibitor = human p97 ATPase inhibition; 220,000 tested, 0.42% active; AID 1481; recombinant p97 ATPase, Kinase-Glo ATP luminescence, 3 h; inhibition, % at 8 µM; P55072; in the data active = inhibition above about 15%;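 note: 0% = DMSO vehicle and 100% = wells lacking enzyme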
RBBP9 inh = human RBBP9 hydrolase inhibition | recombinant RBBP9, FP-Rh probe fluorescence polarization | inhibition, % at 7.94 µM | 220,000 tested, 0.2% active;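 active = inhibition above the campaign mean of all tested compounds plus 3 SD, cut at about 14% in these data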;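 note: plate controls were DMSO wells with RBBP9 for no effect and wells lacking RBBP9 protein for full effect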
Target sequence (O75884 whole entry, looked up): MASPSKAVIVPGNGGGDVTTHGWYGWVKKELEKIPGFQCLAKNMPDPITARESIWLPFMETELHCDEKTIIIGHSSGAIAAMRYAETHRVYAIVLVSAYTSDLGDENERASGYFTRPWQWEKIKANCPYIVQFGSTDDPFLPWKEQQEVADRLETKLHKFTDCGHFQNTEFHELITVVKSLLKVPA
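Test system: recombinant human RBBP9. Quantity: 2.5 µM RBBP9 dispensing solution, before mixing. Detection: FP readout at 525/598 nm. Reagent: Serine-hydrolase probe FP-Rh, 375 nM pre-mixing. Measure: % inhibition. Control set: DMSO-treated enzyme wells and wells lacking RBBP9. Buffer or medium: Tris-NaCl-Pluronic buffer, pH 8.0. Times: preincubation 30 min plus labeling 45 min at 25 °C.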
EP2 antag = inhibitors of human EP2 prostaglandin E2 receptor; C6 glioma cells expressing human EP2, cAMP TR-FRET; cells stimulated with saturating PGE2; inhibition, % at 25 µM; 260,000 tested, 0.52% active; AID 1422;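 active = percent inhibition above 40 after rounding to a whole number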;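 note: rat C6 glioma host cells with rolipram phosphodiesterase inhibitor present; the protocol text gives 20 µM as final concentration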
PPC-1+TRAIL kill = kills PPC-1 cancer cells in the presence of TRAIL; cell killing (% activity), % at 4 µM; PPC-1 cells + TRAIL, ATPLite viability luminescence; AID 1443; 220,000 tested, 0.41% active;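 active = cell killing above 50% in the first pass at 4 µM, then a duplicate retest at 5 µM averaging 50% or more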;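 note: plate controls were cells with TRAIL plus DMSO for no effect and medium-only wells lacking cells for full effect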
NCF1 inh = inhibitors of human p47phox binding; P14598; p47phox/p22phox peptide binding, fluorescence polarization, 2 h; inhibition, % at 24.7 µM; 220,000 tested, 0.53% active;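 active = inhibition above about 30%, limit read from the data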;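 note: 0% = p47phox with labelled peptide and 100% = labelled peptide alone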
Furin inh = inhibitors of human furin; P09958; purified furin, fluorogenic substrate cleavage; inhibition, % at 30 µM; 220,000 tested, 0.061% active; AID 463115; in the data active = inhibition above about 25%; note: inactives centre near -15
Target sequence (P09958 108-714 limits assumed): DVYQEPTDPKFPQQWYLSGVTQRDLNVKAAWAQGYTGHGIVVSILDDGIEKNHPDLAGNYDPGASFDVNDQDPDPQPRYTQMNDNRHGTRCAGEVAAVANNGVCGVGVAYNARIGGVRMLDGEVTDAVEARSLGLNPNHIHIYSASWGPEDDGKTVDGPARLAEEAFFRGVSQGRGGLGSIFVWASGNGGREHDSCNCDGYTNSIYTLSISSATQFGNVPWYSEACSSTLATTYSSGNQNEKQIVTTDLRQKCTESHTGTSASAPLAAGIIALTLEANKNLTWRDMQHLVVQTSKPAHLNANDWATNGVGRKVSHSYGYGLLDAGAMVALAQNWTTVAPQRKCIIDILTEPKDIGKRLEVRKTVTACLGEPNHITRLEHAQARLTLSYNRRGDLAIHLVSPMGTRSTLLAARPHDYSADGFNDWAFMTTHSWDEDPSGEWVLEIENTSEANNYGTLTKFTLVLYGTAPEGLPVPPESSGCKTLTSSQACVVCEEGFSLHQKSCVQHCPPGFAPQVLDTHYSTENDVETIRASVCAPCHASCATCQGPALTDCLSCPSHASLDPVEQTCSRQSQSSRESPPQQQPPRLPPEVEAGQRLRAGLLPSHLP
The depositor's hits bear a star; . = not tested or not shown; & = joins results of further samples; [ ] = another dose, or the depositor's remark. An excerpt, so the mix of outcomes need not match the whole.

compound	EP2 antag	Tb hexokinase	RBBP9 inh	p97 inhibitor	PPC-1+TRAIL kill	Ba/F3 V617F tox	BaF3 parental	NCF1 inh	Furin inh
CCOC(=O)C1CCCN(C(=O)c2cc3c(=O)n4cccc(C)c4nc3n2C)C1 (stereo not given)	.	-8	-11	-2	.	0	3	.	-22[20 µM]
COc1ccc(C2=NN(C(=O)CN3CCCCC3)C(c3ccc(C)cc3)C2)cc1 (stereo not given)	11	1	0	-3	5	0	8	-19	-23
N#CC1(c2nc3ccccc3[nH]2)CC1c1ccc2c(c1)OCO2 (stereo not given)	7	20	-10	7	41	-1	6	-14	-11
COc1ccc(C(=O)NCc2ccc(C)cc2)cc1S(=O)(=O)N1CCCc2ccccc21	7	1	-10	0	7	0	2	-16	-17[20 µM]
CCNc1nc(NCC)nc(N/N=C(\C)c2ccc(OC)cc2)n1	4	0	-4	3	14	-1	5	-6	-22
O=C(O)c1ccccc1-c1nc2ccccc2[nH]1	3	3	0	-1	17	-3	-8	-2	-7
CCOc1ccccc1N1CCN(C(=O)COc2ccc3c(C)cc(=O)oc3c2)CC1	13	-1	-6	-5	5	8	11	-5	-13
CCOc1ccccc1N(C(=O)Nc1cccc(Cl)c1)C1=NC(C)CS1 (stereo not given)	3	32	-8	0	8	2	5	35*	-1
COC(=O)CN(c1ccc(C)cc1)S(=O)(=O)c1ccc(F)cc1	3	8	-10	-7	15	0	2	-4	-5
CCN1CCN(C(=O)c2ccc(Cl)c(S(=O)(=O)N3CCOCC3)c2)CC1	13&14	5	-12	3	13	-5	1	-7	0[20 µM]

Next structures follow.
compound	EP2 antag	Tb hexokinase	RBBP9 inh	p97 inhibitor	PPC-1+TRAIL kill	Ba/F3 V617F tox	BaF3 parental	NCF1 inh	Furin inh
Cc1ccc(-n2nc(CN3CCOCC3)c(-c3ccccc3)c2N)cc1Cl	5	-22	5	1	-4	-3	7	-4	-1
Cc1oc(/N=C/c2ccc(Cl)cc2Cl)c(C#N)c1C	5	4	-2	-1	10	2	7	-17	-12
CN(C)c1ccc(C(=O)c2ccccc2C(=O)O)c(O)c1	27	-42	-2	-3	11	5	8	-8	9
C=CCSc1nnc(-c2ccccc2NC(C)=O)c(=O)[nH]1	3	-3	9	0	29	-1	5	-4	-10[20 µM]
CC(C)(C)NC(=O)COC(=O)c1cc(F)c(F)cc1Cl	5	-2	-8	-2	-15	2	3	2	-12[20 µM]
C=CCOc1ccc(CNCCO)cc1OCC	14	-1	0	2	26	-1	3	0	-16
O=C(Cc1ccccc1)NN1C(=O)C2C(C1=O)C1C=CC2C12CC2 (stereo not given)	10	36	-7	6	6	-1	3	-9	-15
CCN(CC)S(=O)(=O)c1cc(NC(=O)c2ccc(Br)s2)ccc1C	7	3	-25	4	23	2	8	-20	-24
O=C1c2ccccc2N2C(=O)c3ccccc3[C@H]2N1c1ccccc1	11	-3	-6	3	7	-1	3	5	-19[20 µM]
Cc1cc(C)cc(NS(=O)(=O)c2cc(C(=O)NCc3ccccn3)ccc2Cl)c1	5	-6	-10	-2	11	-1	2	-7	-13

The list goes on:
compound	EP2 antag	Tb hexokinase	RBBP9 inh	p97 inhibitor	PPC-1+TRAIL kill	Ba/F3 V617F tox	BaF3 parental	NCF1 inh	Furin inh
COc1ccc(O)c(C(=O)c2cc(C#N)c(=O)n(CCN3CCOCC3)c2)c1	14	-25	-2	6	0	-4	3	1	-12
NC(=S)N/N=C/c1coc2c(ccc3ccccc32)c1=O	9	4	2	5	5	-3	4	-15	-2
COc1cccc(-n2c(SC)nnc2-c2cnccn2)c1	8	0	-2	7	.	-3	0	-9	-25
O=C(Nc1ccccc1)N1CCCCC1c1cccnc1 (stereo not given)	12	1	10	9	-2	-3	2	-7	-16[20 µM]
O=C(Nc1cccc(-c2cn3cccnc3n2)c1)c1ccc2c(c1)OCO2	8	-14	6	1	16	0	6	-6	-13
COc1ccc2[nH]c(C)c(C(=O)CN(C)C)c2c1	11	-6	-1	7	9	1	2	-16	-12
CCOc1cccc(C(=O)Nc2nnc(-c3cccs3)s2)c1	20	-28	-19	-5	26	2	3	-13	-19[20 µM]
CC(C)[C@@H]1NC(=O)N(c2ccc(Oc3ccccc3)cc2)C1=O	13	6	-5	1	-14	-3	0	-11	-14
O=C(Cn1[nH]c(=O)c2ccccc2c1=O)NCc1cccnc1	9	2	-4	-3	5	0	9	-5	-18
CCOc1cc([C@@H]2C[C@H]3CN(c4ccccc4)C(=O)[C@]34CCCN24)ccc1OC	1	-9	-4	-1	8	0	3	-74	-24

(more compounds)
compound	EP2 antag	Tb hexokinase	RBBP9 inh	p97 inhibitor	PPC-1+TRAIL kill	Ba/F3 V617F tox	BaF3 parental	NCF1 inh	Furin inh
N/C(CSc1ncccc1C(F)(F)F)=N\O	12	-11	1	2	26	0	-6	-8	-28
O=C(NCc1ccco1)/C(=C/c1cccnc1)NC(=O)c1cccc(Br)c1	6	1	-4	1	4	-2	3	1	-25[20 µM]
O=c1ccc(Oc2nc(N3CCOCC3)nc(N3CCOCC3)n2)n[nH]1	-7	-3	2	-10	19	0	2	-8	-10[20 µM]
CC(=O)Cn1nnc2sc3c(c2c1=O)CCC(C(C)(C)C)C3 (stereo not given)	2	-13	-1	0	6	-2	6	0	-12
N#Cc1cnn(-c2nc3sc4c(c3c(=O)[nH]2)CCCC4)c1N	.	5	4	1	36	1	-3	-17	-30[20 µM]
Cc1ccccc1NC(=O)/C(=C/c1ccccc1)c1ccccc1	13	2	-4	4	22	-1	1	-5	-20
COc1ccc(CN2CCC(CO)(Cc3ccccc3C(F)(F)F)CC2)c(F)c1	5	8	6	2	-12	1	10	-3	-26
CC1(C(=O)NCc2ccc(Cl)c(Cl)c2)Oc2ccccc2NC1=O (stereo not given)	0	6	-4	-4	13	2	5	-6	-8
Cc1ccccc1NS(=O)(=O)c1ccc2c(c1)n(C)c(=O)n2C	4&-1	-1	-4	-6	23	5	6	8	-4
COc1ccc(-c2c(=O)n(OCc3nc4ccccc4[nH]3)c3ccccc3[n+]2[O-])cc1	9	-12	-11	12	13	-2	2	4	-5

Further records.
compound	EP2 antag	Tb hexokinase	RBBP9 inh	p97 inhibitor	PPC-1+TRAIL kill	Ba/F3 V617F tox	BaF3 parental	NCF1 inh	Furin inh
COc1ccc(C2CC(c3ccccc3)=NN2c2ccc(/C=N/NC(=O)c3ccncc3)cc2)cc1 (stereo not given)	13	-5	1	-1	-13	3	4	-2	3[20 µM]
O=C(Nc1nsc(-c2ccccc2)n1)c1cccs1	13	24	-6	-4	25[5 µM]	1	2	-18	-20
Cc1c(Cl)cccc1NC(=O)CC1SC(=NCC2CCCO2)NC1=O (stereo not given)	9	-13	0	0	8	0	4	-13	-27
CCc1cccc(C)c1NC(=S)NCc1ccccc1	18	-1	-8	-2	4	2	5	-13	-26
O=S(=O)(c1ccccc1)N1CCN(C(=S)NCc2ccccc2)CC1	8	1	-5	-2	-5	8	7	-3	-18
C=CCN(c1ccc(Cl)cc1)S(=O)(=O)c1cccc(C(=O)O)c1	5	1	1	6	2	-1	1	-8	-23
CCN(Cc1nc2ccccc2c(=O)[nH]1)Cc1cc(=O)oc2cc(OC)ccc12	14	-21	1	-1	-2	3	7	-10	-11[20 µM]
Cc1ccc(C2CC(=O)NC(SCC(=O)Nc3nccs3)=C2C#N)cc1 (stereo not given)	13	-10	-5	3	-2	2	2	-24	-20[20 µM]
O=C(COC(=O)c1ccc(N2CCOCC2)c([N+](=O)[O-])c1)Nc1ccc2c(c1)OCO2	7	23	-10	-6	28	3	3	-13	-5
O=C(COC(=O)c1c2c(nc3ccccc13)CCCCC2)NCc1ccc2c(c1)OCO2	1	-1	-5	2	13	-1	3	-28	-11

Fetched by structure from above (3):
compound	EP2 antag	Tb hexokinase	RBBP9 inh	p97 inhibitor	PPC-1+TRAIL kill	Ba/F3 V617F tox	BaF3 parental	NCF1 inh	Furin inh
CCN(CC)S(=O)(=O)c1cc(NC(=O)c2ccc(Br)s2)ccc1C	7	3	-25	4	23	2	8	-20	-24
CCOC(=O)C1CCCN(C(=O)c2cc3c(=O)n4cccc(C)c4nc3n2C)C1 (stereo not given)	.	-8	-11	-2	.	0	3	.	-22[20 µM]
O=C(Nc1cccc(-c2cn3cccnc3n2)c1)c1ccc2c(c1)OCO2	8	-14	6	1	16	0	6	-6	-13

(next part)
compound	EP2 antag	Tb hexokinase	RBBP9 inh	p97 inhibitor	PPC-1+TRAIL kill	Ba/F3 V617F tox	BaF3 parental	NCF1 inh	Furin inh
O=C(CCN1Cc2ccccc2C1)c1ccc2c(c1)OCCO2	7	-10	-5	-3	5	2	1	-21	-9
COc1ccc(C)cc1S(=O)(=O)Nc1cccc(SC)c1	6	8	-5	0	10	9	6	-7	-11[20 µM]
CCOC(=O)c1c(NC(=O)Cc2cccs2)sc(C(=O)N2CCCCC2)c1C	21	-3	-2	2	-3	-4	1	-44	-23[20 µM]
CCn1cc([N+](=O)[O-])c(C(=O)N2N=C3/C(=C/c4cccs4)CCCC3C2c2cccs2)n1 (stereo not given)	15	-31	-8	-3	10	5	4	-25	16[20 µM]
O=C(N/N=C/C=C/c1ccc([N+](=O)[O-])cc1)C1COc2ccccc2O1 (stereo not given)	10	-26	-7	3	21	3	11	-40	-7
N/C(=N\OC(=O)CCC1CCCC1)c1cccnc1	5	-4	-3	1	-4	2	8	-2	-18
Cc1onc(-c2c(Cl)cccc2Cl)c1C(=O)N=C(N)N1CCCC1	7	1	-8	7	3	9	0	-10	-4
Cc1cccc(C)c1NC(=O)CSc1cc(C(=O)c2nccn2C)c2ccccc2n1	11	-2	5	2	2	0	5	-14	-22
Oc1cc(-n2cccn2)c(O)cc1-n1cccn1	114*	16	63*	2	1	0	-2	8	-8
CCOC(=O)N1CCC(NC(=O)CCC(=O)c2ccccc2)CC1	10	1	-3	2	10	-4	1	-12	-17
CCCC(=O)Nc1nc(C)c(-c2csc(Nc3ccc(Cl)cc3)n2)s1	15	-7	-12	-1	19	0	5	-87	-16[20 µM]
Cc1cc(N/N=C/c2ccc(O)cc2O)nc(-c2ccccc2O)n1	80*	-19	2	13	34	6	-2	-5	-1
COC(=O)c1c(NC(=O)c2cccnc2)sc(C)c1C	12	-21	-5	-7	-3	0	4	5	-11[20 µM]
